Source: PubChem BioAssay
CHO-K1 Ca PAM: counter-screen for M1 PAMs: effect in parental CHO-K1 cells. ATP EC20, Fluo-8 calcium fluorescence; 0% at ATP EC20, 100% at ATP max. activation, % at 3 µM. actives 0.02% (n = 360,000). AID 602247;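 active = activation above the run cutoff, the mean activation of all test compounds plus 3 SD, cut at about 40% in these data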;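 also: peak over basal fluorescence ratio in a 140 s read after ATP addition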
CRFBP-R2 agonist: agonists of human CRF-binding protein/CRF-R2 receptor complex; activation, % at 13.2 µM; HEK293 CRF-R2/CRF-BP, calcium dye fluorescence (FLIPR); percent of saturating CRF peptide response; actives 0.46% (n = 350,000);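 active = activation of at least 50%, plus an integration ratio under a set limit after plate pattern correction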;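 also: plate controls were neutral control wells without compound for no effect and CRF at EC100 for full effect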
CHRM5 PAM: CHRM5 positive allosteric modulation | CHO-K1 hM5, Fluo-8 calcium, ACh EC20 PAM; 0% = ACh EC20, 100% = ACh EC100 | actives 0.3% (n = 360,000) | AID 624038 | P08912 | activation, % at 3 µM;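 active = activation above the run cutoff, the mean activation of all test compounds plus 3 SD, cut at about 18% in these data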
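System – CHO-K1 hM5 cells · Compound – 3 µM, single dose · Incubation – compound preincubation 140 s before EC20 acetylcholine addition · Technique – Fluo-8 calcium fluorescence · Measure – Max/basal fluorescence ratio as % of EC20–EC100 ACh window · Benchmarks – low control EC20 acetylcholine (0%), high control EC100 acetylcholine (100%) · Replication – singlicate, one well per test compound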
TAAR1 antagonist: human TAAR1 antagonism | CHO RD-HGA16 TAAR1, Fluo-8 calcium fluorescence, antagonist | AID 624466 | Q96RJ0 | inhibition, % at 3 µM | actives 1.5% (n = 360,000);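 active = inhibition above a per-plate cutoff, the mean inhibition of test compounds on that plate plus 3 SD, cut at about 49% in these data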;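 also: 0% = DMSO plus EC80 beta-PEA response and 100% = DMSO alone without agonist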
Target sequence (Q96RJ0 whole entry, looked up): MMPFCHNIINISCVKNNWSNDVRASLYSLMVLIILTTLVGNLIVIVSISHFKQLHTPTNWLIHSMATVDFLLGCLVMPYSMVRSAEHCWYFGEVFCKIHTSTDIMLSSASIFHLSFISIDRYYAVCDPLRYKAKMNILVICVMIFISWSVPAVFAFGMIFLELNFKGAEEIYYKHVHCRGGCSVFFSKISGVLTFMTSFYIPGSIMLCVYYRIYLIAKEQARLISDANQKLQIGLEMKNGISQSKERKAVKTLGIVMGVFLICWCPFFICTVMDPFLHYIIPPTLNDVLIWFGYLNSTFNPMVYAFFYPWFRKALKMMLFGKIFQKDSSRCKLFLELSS
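Material: CHO RD-HGA16 cells bearing hTAAR1; compound dosing: one-point dosing, 3 µM nominal final; schedule: dye loading 75 min at 37 °C, then 30 min room temperature; measured by: calcium fluorescence with Fluo-8; control set: vehicle and agonist controls; replication: n of 1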
CHRM5 agonist: CHRM5 agonism in calcium assay; CHO-K1 hM5 cells, Fluo-8 calcium fluorescence; 0% DMSO wells, 100% maximal acetylcholine response; activation, % at 3 µM; actives 0.19% (n = 360,000); AID 624037;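 active = activation above the run's mean over test compounds plus 3 SD, cut at about 23% in these data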;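 also: signal is peak over basal fluorescence ratio across the kinetic read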
M5 antag: blocks acetylcholine activation of human M5 receptor; inhibition, % at 3 µM; CHO-hM5 cells, Fluo-8 calcium fluorescence, ACh EC80; AID 624040; actives 0.59% (n = 360,000); P08912;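 active = inhibition above a per-plate cutoff, the mean of that plate's test compounds plus 3 SD, cut at about 27% in these data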;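 also: 0% = acetylcholine EC80 with DMSO and 100% = DMSO without agonist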
TAAR1 agonist: agonists of human TAAR1 | Q96RJ0 | CHO RD-HGA16 TAAR1, Fluo-8 calcium fluorescence; vehicle wells 0%, saturating PEA agonist 100% | activation, % at 3 µM | actives 0.99% (n = 360,000) | AID 624467;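 active = activation above the mean activation of all test compounds in the run plus 3 SD, cut at about 38% in these data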
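Assay system – CHO-derived RD-HGA16 cells with stable Gα16 and human TAAR1 · Compound dosing – one-point dosing at 3 µM (nominal) · Incubation – 17-24 h seeding, 75 min 37 °C dye, 30 min RT · Measured by – kinetic Fluo-8 calcium fluorescence · Control set – DMSO vehicle as 0%, PEA at EC100 as 100% · Repeats – single well for each compound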
CHRM4 PAM: potentiates acetylcholine response at human M4 receptor; P08173; CHO-K1 hM4/Gqi5, Fluo-8 calcium fluorescence, ACh EC20; 0% = ACh EC20, 100% = maximal ACh; activation, % at 3 µM; actives 0.4% (n = 360,000); AID 624126;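 active = activation above its plate's cutoff, the mean activation of sample wells plus 3 SD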; also: some results filed as inactive read as strong as hits
Target sequence (P08173 whole entry, looked up): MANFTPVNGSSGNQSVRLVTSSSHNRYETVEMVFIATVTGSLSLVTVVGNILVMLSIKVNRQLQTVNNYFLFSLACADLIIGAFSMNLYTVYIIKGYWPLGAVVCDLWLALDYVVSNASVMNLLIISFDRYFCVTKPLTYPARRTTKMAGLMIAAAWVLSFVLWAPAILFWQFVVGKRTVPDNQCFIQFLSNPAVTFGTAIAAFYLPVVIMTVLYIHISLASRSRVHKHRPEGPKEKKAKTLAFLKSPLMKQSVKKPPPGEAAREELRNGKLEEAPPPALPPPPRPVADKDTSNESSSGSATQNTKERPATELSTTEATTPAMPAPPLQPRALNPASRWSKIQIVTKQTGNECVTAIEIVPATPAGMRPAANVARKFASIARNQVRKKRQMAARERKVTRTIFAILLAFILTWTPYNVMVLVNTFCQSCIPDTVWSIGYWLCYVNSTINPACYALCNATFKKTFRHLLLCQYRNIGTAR
CRFBP-R2 block: antagonists of CRF-binding protein/CRF-R2 receptor complex | HEK293 CRF-R2/CRF-BP, CRF-induced calcium fluorescence | inhibition, % at 11.8 µM | actives 0.59% (n = 350,000) | AID 588475;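 active = inhibition of the ligand-induced calcium signal above about 50% at the single tested concentration, limit read from the data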
* marks the source's active call; other numbers are inactive results; . = not tested or not shown.

Screens in order: CHO-K1 Ca PAM	CRFBP-R2 agonist	CHRM5 PAM	TAAR1 antagonist	CHRM5 agonist	M5 antag	TAAR1 agonist	CHRM4 PAM	CRFBP-R2 block
(1) Cc1ccc(S(=O)(=O)CCC(=O)OCC(=O)NCc2ccc(Cl)cc2)cc1
  8	-5.2	5	5	-7	3	1	-7	8
(2) COc1ccc(OCc2nnc(SCc3ccc(C(=O)O)cc3)o2)cc1
  3	0.0	6	5	2	3	5	14	-9
(3) Cn1c(SCc2cccc(Br)c2)nc2c1c(=O)[nH]c(=O)n2C
  11	-1.3	6	-3	0	3	7	-3	-14
(4) CCS(=O)(=O)N1CCN(c2cc3c(cc2[N+](=O)[O-])n(C)c(=O)n3C)CC1
  20	0.1	-3	15	0	3	5	5	-2
(5) CC(C)n1ncc2c(C(=O)NCc3ccccc3CN(C)C)cc(C3CC3)nc21
  -13	0.2	-3	-20	-4	1	13	1	-16
(6) COc1ccccc1CCC(=O)Nc1cc(S(=O)(=O)N2CCCCC2)ccc1N1CCN(C)CC1
  20	-0.3	7	-7	-5	5	16	-1	-8
(7) CCOc1ccccc1Nc1nnc(SCC(=O)Nc2cc(C)on2)s1
  5	1.2	-3	-7	-3	1	2	2	-5
(8) O=c1c2cccc(Cl)c2nc2n1Cc1ccccc1-2
  15	1.2	3	6	-1	1	3	3	-13
(9) Cc1ccc(S(=O)(=O)N(C)c2ccc(OCc3cccc(C)c3)cc2)cc1
  4	5.3	-2	10	-2	14	1	-9	24
(10) CCOC(=O)N/N=C(\CCC(=O)O)c1cccs1
  0	-0.1	1	-4	3	-11	1	1	-6
(11) CC(=O)N1CCN(CC(=O)Nc2ccccc2Sc2ccc(Cl)cc2)CC1
  17	-1.1	-8	12	3	0	8	-7	-3
(12) Cc1ccc(NC(=O)COC(=O)C2CC2)cc1S(=O)(=O)N1CCOCC1
  17	-0.4	5	-10	5	5	0	11	7
(13) COc1ccc(C)cc1NS(=O)(=O)c1ccc2c(c1)NC(=O)C(C)S2 (stereo not drawn)
  0	-0.7	-12	20	10	8	5	-4	-23
(14) CC(=O)Nc1ccc(-c2csc(NC(=O)Cc3cccc(F)c3)n2)cc1
  8	0.3	-2	7	0	3	7	-3	-5
(15) Nc1nc(NC(=O)c2ccccc2Cl)nn1-c1ccccc1
  -7	2.0	4	-15	-2	-6	2	-2	3
(16) CN(C)C(=O)c1cccc(-c2cnc3sc(NCc4ccc5c(c4)OCO5)nn23)c1
  27	.	-1	17	2	2	3	-3	.
(17) CCOC(=O)N1CCN(c2cc(N3CCOCC3)c(F)cc2[N+](=O)[O-])CC1
  6	-4.6	-3	-18	1	5	0	0	-11
(18) COc1ccc(C2(O)CN(c3ccccc3)C3=[N+]2CCS3)cc1OC (stereo not drawn)
  8	-1.7	-5	-5	-6	11	7	-16	-5
(19) CCC(CC)NC(=O)COC(=O)c1cccc(C)c1O
  20	-1.6	2	-4	-3	4	7	-3	6
(20) c1cc2c(cc1-n1cnnn1)OCO2
  3	-0.7	-5	-43	2	16	2	-3	1

Next part
Screens in order: CHO-K1 Ca PAM	CRFBP-R2 agonist	CHRM5 PAM	TAAR1 antagonist	CHRM5 agonist	M5 antag	TAAR1 agonist	CHRM4 PAM	CRFBP-R2 block
(21) CCCn1c(N)c(C(=O)CN2CCN(S(=O)(=O)c3cccs3)CC2)c(=O)[nH]c1=O
  -2	-0.1	0	-8	0	3	8	8	15
(22) Cc1cccc(NC(=O)CCc2nnc3ccc(NCc4ccco4)nn23)n1
  7	1.2	12	1	0	-9	0	-1	-5
(23) CCOc1ccc(NC(=S)N2c3ccccc3CC2C)cc1 (stereo not drawn)
  6	-3.8	10	9	-6	-1	-2	7	-3
(24) O=C(CCc1nc2ccccc2c(=O)[nH]1)NCCN1C(=O)S/C(=C\c2ccccc2Cl)C1=O
  7	-2.0	3	17	4	-2	6	14	-15
(25) CSc1ccccc1NC(=O)c1cc(C2CC2)on1
  5	2.2	1	-24	-4	-10	4	4	-64
(26) CN1CCN(c2ccccc2/C=C2/C(=O)Nc3ccccc32)CC1
  10	1.9	-19	-5	-9	83*	29	-16	-10
(27) COc1ccc(Cl)cc1NC(=O)Cc1c(F)cccc1Cl
  4	1.0	-8	32	-8	3	24	-8	41
(28) COC1=CC(C)C2CC3OC(O)CC4C(C)=C(OC)C(=O)C(C2(C)C1=O)C34C (stereo not drawn)
  4	.	-5	-18	4	1	1	5	.
(29) COc1cccc(C2/C(=C(/O)c3ccc(C)cc3)C(=O)C(=O)N2Cc2ccco2)c1 (stereo not drawn)
  18	-0.3	-5	9	0	3	1	-3	0
(30) C/C(=C\c1ccccc1)C(=O)NCCN1CCOCC1
  -5	-0.5	6	-12	3	-3	3	-4	0
(31) CO/N=C/c1ccc(N2CCN(C(=O)c3ccc(F)cc3)CC2)c([N+](=O)[O-])c1
  7	6.9	-11	39	10	7	38*	57*	1
(32) CN(C)c1ccc(/C=N/NC(=O)c2sccc2-n2cccc2)cc1
  -16	0.0	11	4	3	1	13	-2	2
(33) O=C(Nc1ccccc1[N+](=O)[O-])c1cncc(Br)c1
  21	-1.4	-4	-1	-1	0	2	3	6
(34) COc1ccc(CN2CCC(=O)N(CCO)CC2)cc1OC
  20	0.4	10	-5	3	1	3	3	5
(35) O=C(COC(=O)/C=C/c1ccco1)Nc1ncc(Cl)cc1Cl
  11	1.3	-8	-6	0	4	7	-4	3
(36) COC(=O)C[C@@H]1OC[C@H](C(C)C)N1S(=O)(=O)c1ccc(C)cc1
  .	.	2	-22	-1	-2	-1	5	.
(37) CCn1c(NC(=O)c2ccccc2)nc2ccccc21
  4	0.1	-1	-21	-3	9	1	1	-8
(38) CCCn1c(=N)c(S(=O)(=O)c2ccc(F)cc2)cc2c(=O)n3cccc(C)c3nc21
  2	5.8	1	-28	-3	11	0	-3	14
(39) Cc1ccc(C(=O)OCC(=O)N2CC(C)CC(C)C2)cc1S(=O)(=O)N1CCCCC1 (stereo not drawn)
  -2	-1.0	-7	5	0	4	2	2	2
(40) O=c1c2ccccc2c(C=NC2CCS(=O)(=O)C2)c(O)n1-c1ccccc1 (stereo not drawn)
  -3	-1.6	-4	2	-1	0	12	0	8

Going on with the list.
Screens in order: CHO-K1 Ca PAM	CRFBP-R2 agonist	CHRM5 PAM	TAAR1 antagonist	CHRM5 agonist	M5 antag	TAAR1 agonist	CHRM4 PAM	CRFBP-R2 block
(41) Cc1cnc(NC(=O)CN2CCN(c3ccccc3F)CC2)s1
  -4	-3.0	-5	6	-5	-1	10	4	6
(42) CCCCNS(=O)(=O)c1ccc(OC)c(Cl)c1Cl
  12	-0.1	-1	5	-4	1	-1	7	12
(43) COC(=O)C1=C(C(=O)OC)[N+]2=C3N(C(=O)NC2(C)C)[C@H](CO)C[C@@]32c3ccccc3N(Cc3ccccc3)[C@@H]12
  -6	0.6	-2	-2	-1	13	4	9	-1
(44) Cn1ncc2c(=O)n(CC(=O)NC34CC5CC(CC(C5)C3)C4)cnc21
  17	-1.2	1	-16	-1	-3	11	2	4
(45) COC(=O)CCC(=O)Nc1ccc(Cl)c(Cl)c1
  5	0.4	-5	-4	2	-2	8	-3	4
(46) Cc1ccc(NC(=O)CCN2C(=O)C3CCCCC3C2=O)cc1[N+](=O)[O-] (stereo not drawn)
  -14	0.5	-4	21	2	7	6	1	-13
(47) COC(=O)[C@]12CCCCC=C1N(CCc1ccc(OC)c(OC)c1)C(=O)[C@H](CC(=O)N1CCCC1)C2
  .	.	-7	34	4	13	9	-9	.
(48) O=S(=O)(NCCOCC(F)(F)F)c1ccc2oc3ccccc3c2c1
  7	-0.3	-18	9	-3	4	3	-6	-2
(49) COc1cc(OC)cc(OC(=O)C2CCN(S(=O)(=O)c3ccc(OC)c(OC)c3)CC2)c1
  -9	1.1	4	-22	-2	6	1	3	6
(50) CCN(CC)C(=O)c1cc(S(=O)(=O)N2CCCCC2)c[nH]1
  6	5.1	-9	5	4	-5	2	-7	-2
(51) Cc1n[nH]c(C)c1CCN(C)Cc1cn(C)nc1-c1ccc2c(c1)OCCO2
  8	1.8	-2	-9	-3	15	2	-1	8
(52) CCS(=O)(=O)N1N=C(c2ccc(NS(C)(=O)=O)cc2)CC1c1ccccc1 (stereo not drawn)
  14	-1.2	2	5	1	-2	0	15	1
(53) O=C(NCc1ccc(Cl)c(Cl)c1)C1CCCC1
  6	-1.0	5	5	-3	5	2	-2	12
(54) CN(CC(=O)Nc1ccc(F)cc1)CC(=O)N(C)C1(C#N)CCCCC1
  -16	-0.8	1	7	0	-4	10	5	6
(55) O=[N+]([O-])c1ccc(Sc2ccccn2)nc1
  9	0.1	0	-33	-2	6	0	-6	-9
(56) O=C1C2C(C(=O)N1/N=C/c1ccc([N+](=O)[O-])o1)C1C=CC2C12CC2 (stereo not drawn)
  14	-4.5	-3	6	-4	5	-2	-1	6
(57) O=C(O)c1cnn(-c2nc(-c3ccc(Cl)cc3)cs2)c1C(F)(F)F
  -7	-0.1	-6	6	-3	12	-3	-5	16
(58) COc1ccc(CNC(=O)C(c2ccco2)N(C(=O)c2csnn2)c2cccc(C)c2C)cc1 (stereo not drawn)
  24	-1.6	-4	10	-2	2	1	-6	11

Given with one line to a screen: 2 of the compounds above
(45) COC(=O)CCC(=O)Nc1ccc(Cl)c(Cl)c1
(46) Cc1ccc(NC(=O)CCN2C(=O)C3CCCCC3C2=O)cc1[N+](=O)[O-] (stereo not drawn)
Assay by compound | 45 | 46
CHO-K1 Ca PAM | 5 | -14
CRFBP-R2 agonist | 0.4 | 0.5
CHRM5 PAM | -5 | -4
TAAR1 antagonist | -4 | 21
CHRM5 agonist | 2 | 2
M5 antag | -2 | 7
TAAR1 agonist | 8 | 6
CHRM4 PAM | -3 | 1
CRFBP-R2 block | 4 | -13
